Lipid droplet – hepatic lipid droplet formation modulation; AML12 mouse hepatocytes, oleate lipid droplets, BODIPY imaging; inhibition, % at 6.5 µM; 240,000 tested, 0.4% active; AID 1656;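 active means lipid droplet intensity inhibited by at least 50%, with more than 500 cells counted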
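Material – AML12 mouse liver cells · Also added – oleate loading, 100 µM · Compound dosing – 6.5 µM single-point dosing · Times – overnight treatment with compound plus oleate · Measured by – fluorescence imaging, 20x objective, two fields per well · Read-out – percent inhibition of filter-corrected integrated lipid droplet intensity per well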
P. falciparum M1AAP – P. falciparum M1AAP inhibitors, biochemical, fluorogenic H-Leu-NHMec substrate, 1536-well (AID 1445); recombinant M1AAP, H-Leu-NHMec fluorogenic kinetic assay; higher % means a stronger effect; inhibition, % at 30 µM; hits with a dose series show IC50 in µM; 220,000 tested, 0.42% active;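 active means primary inhibition above the hit cutoff, then over 50% inhibition at one or more dose response concentrations, cut at about 23% in these data, passing the limit was not always enough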;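 further: plate controls were DMSO full reaction for no effect and no enzyme background for full effect; strong numbers were not always called active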
Insulin prom up – MIN6 insulin promoter up-regulation; MIN6 insulin promoter-GFP reporter, high-content imaging; hits give high values; 190,000 tested, 0.3% active; z-score at 5 µM;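 active means z-score above 3 at 5 µM with at least 500 cells counted in the well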
ER stress rescue – rescue of cells from ER stress-induced death, primary screen, 384-well, CSM14.1, thapsigargin, ATP luminescence (AID 1222). one-dose cellular ATP content (survival), % at 20 µM; EC50 in µM for titrated hits. CSM14.1 thapsigargin-induced death rescue, ATP luminescence; higher % means a stronger effect. 190,000 tested, under 10 active;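 active means EC50 below 50 µM in the dose-response confirmation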;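 further: death triggered by thapsigargin at about 15 µM added after 2 h compound pretreatment; cell ATP read after overnight thapsigargin exposure of roughly 18 to 22 hours; normalized against plate controls of thapsigargin alone and 5% DMSO vehicle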
P. falciparum M17LAP – P. falciparum M17LAP inhibitors, primary screen, biochemical, fluorogenic H-Leu-NHMec substrate, 1536-well (AID 1619); recombinant M17LAP, H-Leu-NHMec fluorogenic kinetic assay; higher % means a stronger effect; one-dose inhibition, % at 30 µM; IC50 in µM for titrated hits; 220,000 tested, 0.38% active;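 active means compound inhibiting the enzyme by more than half at any dose during confirmatory dose-response retesting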;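 further: plate controls were full reaction with DMSO carrier for no effect and no enzyme background for full effect; strong numbers were not always called active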
Yfh1-depleted yeast – enhancers of respiration in Yfh1-depleted yeast, dose response, Friedreich's ataxia, plus single-dose screen (AID 1465). 220,000 tested, 0.074% active. one-dose fold induction at 50 µM; EC50 in µM for titrated hits. S. cerevisiae Yfh1-off respiration, WST-1 reduction, 72 h; higher fold induction means a stronger effect;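 active means fold induction of absorbance versus untreated yeast above a set limit, then at least 30% activation at any dose in follow-up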;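 further: activators that raise dye reduction in frataxin-depleted yeast; strong numbers were not always called active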
MT stabilize HCS – microtubule stabilization, imaging screen | AID 2205 | 200,000 tested, 0.83% active | HeLa tubulin immunostaining HCS, 24 h; share of cells brighter than vehicle mean+2SD | % tubulin-high responders, % at 10 µM;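 active means plate Z-score above 3 for both tubulin-high and condensed-nucleus cell shares, with cell loss under 80%, at 10 µM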;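 further: anti alpha tubulin signal scored within the nucleus-defined area of each cell; some results filed as inactive read as strong as hits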
Dynein transport – dynein cargo transport inhibition | z-score, hits read low | 3617.4 mouse cells, GR-EGFP nuclear translocation imaging; test concentration mostly 20 µM; stimulated with dexamethasone, 1 µM; hits give low values | 220,000 tested, 0.47% active;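 active means plate z-score of nuclear minus cytoplasmic receptor signal below a set negative limit, without overly bright fluorescence or cell loss, cut at about -3.5 in these data, passing the limit was not always enough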;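 further: z-score of nuclear minus cytoplasmic ring GR-EGFP intensity difference per well; some compounds called inactive have numbers as strong as hits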
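Buffer or medium: tet-free, stripped-serum medium; Also added: dexamethasone, 1.0 µM final; Technique: high-content fluorescence imaging after fixation; Times: 48 h induction, 1 h compound, 30 min dex at 37 °C; Read-out: per-cell GR-EGFP intensity, nucleus versus surrounding cytoplasmic ring, well-averaged.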
Autophagy HCS – alters autophagy in cells; MEF GFP-LC3 puncta imaging; test concentration mostly 10 µM; calls only at 10 µM (by protocol); 190,000 tested, 0.98% active;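 active means percentage of spot-positive cells more than 3 SD above its plate mean, without a fluorescence outlier flag or 80% toxicity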;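 further: spot-positive cell cutoff set from DMSO-treated cells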
Dynein transport cytoplasmic EGFP – second read-out of Dynein transport, no call of its own (marks repeat the call); z-score; measured here: cytoplasmic GR-EGFP intensity; hits give high values
Dynein transport nuclear GR-EGFP – second read-out of Dynein transport, no call of its own (marks repeat the call); z-score; measured here: nuclear GR-EGFP intensity;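 lower value marks the stronger effect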
Dynein transport cell count – second read-out of Dynein transport, no call of its own (marks repeat the call); z-score; measured here: cell count per field
Insulin prom up cell count – also measured in Insulin prom up; calls as there; cell count; measured here: cytotoxicity, nuclei count;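 total cells summed across four imaged fields per well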
Lipid droplet cells 6.5 µM – further read-out of Lipid droplet, marked with its call; cell count; measured here: cell count, cytotoxicity flag;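 cells counted across two imaged fields per well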
MT stabilize HCS Hoechst-high % – also measured in MT stabilize HCS; calls as there; % Hoechst-high responders; measured here: nuclear condensation Hoechst responders;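 share of cells brighter than vehicle mean plus two SD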
MT stabilize HCS cytotoxicity % – also measured in MT stabilize HCS; calls as there; toxicity, %; measured here: cytotoxicity by cell density;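 0% = mean cell density of plate MIN control wells and 100% = no cells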
Autophagy HCS cell loss 18 h – second read-out of Autophagy HCS, no call of its own (marks repeat the call); toxicity, %; measured here: cell loss, nuclei count;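 cell loss after 18 h compound exposure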
Numbers without * were called inactive; i = inactive; . = not tested or not shown.

The opening 2 compounds, to show the layout:
SMILES	Lipid droplet	Lipid droplet cells 6.5 µM	P. falciparum M1AAP	Insulin prom up	Insulin prom up cell count	ER stress rescue	P. falciparum M17LAP	Yfh1-depleted yeast	MT stabilize HCS	MT stabilize HCS Hoechst-high %	MT stabilize HCS cytotoxicity %	Dynein transport	Dynein transport cytoplasmic EGFP	Dynein transport nuclear GR-EGFP	Dynein transport cell count	Autophagy HCS	Autophagy HCS cell loss 18 h
CCOC(=O)c1oc2ccccc2c1NC(=O)c1ccc(S(=O)(=O)N(C)C)cc1	.	.	1%	.	.	2.5%	-20%	i	2.3	1.3	0.4	4.7	-0.093	4.6	-2.5	i	6
COC(=O)C1=C(C)Nc2ncnn2C1c1ccco1 (centres undefined)	-3	764	5%	0.39	1303	-2.7%	3%	i	2.5	1.6	8.5	-0.24	-0.14	-0.08	-0.11	i	-7

The list itself, previewed entries included:
SMILES	Lipid droplet	Lipid droplet cells 6.5 µM	P. falciparum M1AAP	Insulin prom up	Insulin prom up cell count	ER stress rescue	P. falciparum M17LAP	Yfh1-depleted yeast	MT stabilize HCS	MT stabilize HCS Hoechst-high %	MT stabilize HCS cytotoxicity %	Dynein transport	Dynein transport cytoplasmic EGFP	Dynein transport nuclear GR-EGFP	Dynein transport cell count	Autophagy HCS	Autophagy HCS cell loss 18 h
CCOC(=O)c1oc2ccccc2c1NC(=O)c1ccc(S(=O)(=O)N(C)C)cc1	.	.	1%	.	.	2.5%	-20%	i	2.3	1.3	0.4	4.7	-0.093	4.6	-2.5	i	6
COC(=O)C1=C(C)Nc2ncnn2C1c1ccco1 (centres undefined)	-3	764	5%	0.39	1303	-2.7%	3%	i	2.5	1.6	8.5	-0.24	-0.14	-0.08	-0.11	i	-7
COc1ccc(-c2cc(C(=O)NCc3cn(C)nc3C)c3ccccc3n2)cc1OC	3	702	-1%	0.68	1374	-0.2%	24%	i	2.9	2.9	12	0.7	0.24	1.3	-0.75	i	-53
O=C(CN1C(=O)CSC1=O)c1ccccc1	-5	729	-1%	0.94	926	0.0%	6%	i	5.6	2.8	11	1.4	-0.15	1.1	-1.4	i	-7
COc1ccc(Cl)cc1C(=O)NNC(=S)NC(=O)c1cc(-c2ccccc2)nc2ccccc12	.	.	12%	1.4	1181	-1.5%	10%	.	2.1	1.3	0.1	0.45	-0.14	0.46	-0.32	i	-1
CCN(CC)c1ccc(/C=N/NC(=O)c2ccco2)cc1	-2	668	18%	-0.02	1082	-5.4%	-4%	i	20*	40*	51*	0.91	-0.15	0.58	-1.8	i	18
CCOC(=O)c1[nH]c2ccc(Br)cc2c1NC(=O)CCN1CCN(C(=O)OCC)CC1	.	.	1%	-2.3	1004	-2.9%	-5%	i	2.4	3.1	11	-1.4	0.019	-0.57	4.8	i	4
CC(C)S(=O)(=O)c1csc(NC(=O)Nc2ccc(Cl)cc2)c1	-10	727	0%	-0.76	1437	.	0%	i	.	.	.	-0.55	-0.16	-0.35	-0.095	.	.
O=C(O)CCC(=O)NNC(=O)CCCOc1ccc(Cl)cc1Cl	8	759	5%	0.72	1303	-2.7%	5%	i	1.2	1.4	8.7	-0.61	-0.19	-0.088	0.26	i	-2
CC(OC(=O)CCN1C(=O)c2cccc([N+](=O)[O-])c2C1=O)C(=O)Nc1cc(Cl)cc(Cl)c1 (centres undefined)	-5	651	8%	0.73	1243	0.5%	13%	i	5.5	2.0	12	-0.9	-0.26	-0.78	0.42	i	1
CCn1c(C)nc([N+](=O)[O-])c1Sc1ccc(F)cc1	-10	715	1%	-0.66	1183	-1.0%	16%	i	1.8	3.4	4.2	-0.11	0.12	-0.38	-1.1	i	7
CCc1cccc2c(C(=O)CN3C(=O)NC(C)(c4cccc5ccccc45)C3=O)c[nH]c12 (centres undefined)	10	678	7%	0.34	1146	-3.9%	-4%	i	13	3.0	10	-0.55	-0.31	-0.3	0.81	i	-24
CCOCCCNC(=S)N1CCCN(c2nc3cc(C)ccc3cc2C#N)CC1	-41	735	2%	-1.8	1209	-0.3%	3%	i	3.6	2.2	12	-0.023	-0.25	0.11	-0.54	i	3
O=C(N1CCOCC1)C(F)(F)C(=O)N1CCOCC1	.	.	1%	0.31	1461	1.3%	-4%	i	4.4	1.9	7.3	-0.78	-0.17	-0.24	0.63	i	17
COc1cc(-c2nc(-c3ccccc3)c(-c3cc([N+](=O)[O-])ccc3C)[nH]2)cc(OC)c1OC	-6	679	0%	.	.	3.4%	5%	i	3.9	2.3	3.4	-0.43	-0.28	-0.23	0.97	i	28
CC(C)c1ccccc1OCCNC(=O)c1cncc(Br)c1	-23	686	-2%	-1.3	1568	0.8%	-37%	i	0.8	1.3	3.9	-0.95	0.4	-0.045	0.14	i	-9
CCN(CC)S(=O)(=O)c1ccc(-c2csc(C)n2)cc1	0	660	-3%	-1.3	1427	-0.5%	2%	i	4.1	2.7	2.1	-0.46	0.072	-0.37	0.92	i	-16
COCCn1c(C)cc(C(=O)COC(=O)c2cccc(O)c2)c1C	-8	607	6%	-0.85	1170	.	6%	i	.	.	.	-1.4	-0.75	-0.61	0.89	.	.
O=C(Nc1ccc(N2CCN(C(=O)c3cccs3)CC2)cc1)c1cccnc1Cl	-1	700	.	-0.18	1736	2.4%	.	i	4.4	1.4	12	1.5	0.25	1.5	-1.2	i	-4
CN(C)c1ccc(C(=O)OCC(=O)NCC2CCCO2)cc1 (centres undefined)	2	776	1%	-0.83	1013	0.2%	6%	i	2.2	1.3	4.7	0.28	-0.25	0.81	0.092	i	-10
Cc1ccc(C(C(=O)NC2CCCC2)N(Cc2cccs2)C(=O)CNC(=O)c2cccs2)o1 (centres undefined)	.	.	4%	-1.3	1221	1.2%	-3%	i	1.9	1.9	6.5	-0.23	-0.21	-0.031	0.12	i	-8
O=C(Nc1nncs1)C(Sc1ccccc1)c1ccccc1 (centres undefined)	8	661	1%	0.59	1402	-3.6%	9%	i	2.2	2.0	7.0	0.084	-0.23	0.097	0.47	i	13
CCOC(=O)c1sc(=S)n(-c2ccccc2)c1SC	.	.	-3%	.	.	-0.2%	1%	i	1.1	0.9	0.9	4.1	0.049	1.2	-2.4	i	7
CCOCCCNC(=O)CCSc1ccc(C)cc1	-33	726	-13%	.	.	5.4%	-13%	i	3.2	3.8	8.5	-0.29	-0.21	0.14	0.14	i	-14
CCOc1ccc(NC(=O)c2ccc(CC)s2)c([N+](=O)[O-])c1	4	599	-1%	-0.11	1634	-1.2%	-1%	i	1.9	1.9	5.3	-0.16	0.16	0.64	-0.54	i	5
CC(C)Cc1ccc(S(=O)(=O)N2CCN(C(=O)c3ccco3)CC2)cc1	-20	791	5%	0.18	1230	-2.2%	-2%	i	3.0	1.5	6.1	-1.5	0.97	-0.35	0.41	i	4
CN(CCOC(=O)c1ccccc1)Cc1ccccc1	-1	623	5%	-0.31	1211	0.8%	6%	i	5.5	2.0	2.4	-0.78	-0.13	-0.68	0.76	i	1
CCOC(=O)c1[nH]ncc1CN1CCN(Cc2ccccc2)C(CCO)C1 (centres undefined)	4	640	0%	0.15	1458	0.0%	-1%	i	1.9	2.1	4.7	-0.018	-0.14	0.047	0.41	i	22
O=C(Nc1ccc(SC(F)F)cc1)C12CCC(CC1)C2	1	549	1%	-0.05	1560	-1.3%	-6%	i	5.4	2.7	11	0.22	-0.28	0.2	0.66	i	-6
COC(=O)c1ccc2c(c1)N(C)S(=O)(=O)c1cnc(SCC(=O)C(C)(C)C)nc1-2	-3	722	-4%	0.34	1327	.	-3%	i	.	.	.	-0.062	0.039	-0.078	0.72	.	.
O=S(=O)(NCCCc1ccccc1)c1cccc2nsnc12	6	750	6%	0.47	1273	-3.7%	6%	i	4.5	1.6	8.5	-0.32	-0.21	0.43	0.64	i	-20
CCC(CC)C(=O)Nc1ccccc1NC(C)=O	.	.	-2%	1.4	1017	0.5%	0%	i	1.5	2.0	10	2.4	-0.22	0.55	-0.44	i	5
CCC(C)(C)n1nnnc1C(c1ccc(O)cc1)N1CCc2ccccc2C1 (centres undefined)	-8	718	5%	0.27	1496	1.3%	3%	i	1.3	0.8	1.5	-0.69	-0.14	-0.27	0.42	i	-12
CC(C)(C)c1cc[n+](-c2nc([O-])sc2C=O)cc1	-3	676	5%	-0.29	1264	-3.4%	39%	i	4.2	1.5	5.6	-0.095	-0.059	0.91	-0.72	i	13
O=C(CN1CCN(c2ccc(Cl)cc2)CC1)Nc1cccc(F)c1	.	.	0%	-0.18	1477	-0.9%	1%	i	3.3	3.9	10	0.77	-0.25	0.45	-0.77	i	19
Cc1ccc(NC(=O)c2cccc(OC(F)F)c2)c(OC(F)F)c1	-11	698	-5%	-0.47	1156	0.2%	20%	i	3.0	2.4	2.5	1.2	-0.12	0.82	-1.2	i	2
O=C(Cn1cncn1)NCCCc1ccccc1	.	.	3%	.	.	-0.2%	-20%	i	5.1	1.7	9.0	-0.26	-0.12	-0.093	0.31	i	0
CCC(C)(C)NC(=O)C(c1ccc(F)cc1)N(Cc1ccco1)C(=O)c1snc(C(N)=O)c1N (centres undefined)	.	.	18%	-0.07	1373	0.0%	-12%	i	1.3	1.4	11	-0.47	-0.22	-0.33	0.62	i	-4
COC(OC)c1ccc(C#N)c(SCc2ccccc2)n1	-9	659	6%	0.31	1371	.	3%	i	.	.	.	0.37	-0.27	0.15	-0.17	.	.
CC(=O)C1=C(O)C(=O)N(CCCn2ccnc2)C1c1ccc(Cl)cc1 (centres undefined)	-29	603	8%	0.11	971	-0.5%	10%	i	2.3	2.3	5.9	0.16	-0.22	-0.045	0.046	i	10
COCCCNC(=O)c1cc(C(=O)c2ccccc2Br)c[nH]1	-1	688	-4%	-0.42	1278	-0.2%	2%	i	2.1	3.1	1.2	0.63	0.57	-0.17	-0.17	i	-5

Compound activity (PubChem)
